Bioassay records: PubChem BioAssay, several laboratories
XIAP antagonists – small molecules displacing peptide from XIAP – biochemical, IAP family, fluorescence polarization (AID 1018). XIAP BIR domain, fluorescence polarization peptide displacement; higher % means a stronger effect. one-dose displacement, % at 20 µM; IC50 in µM for titrated hits. actives 0.007% (n = 200,000); in the data active = displacement above about 50%; note: a part of the inactive calls stands beside numbers as strong as those of hits
SIAH1 antagonists – Siah-1 peptide-binding antagonists, primary screen, biochemical, fluorescence polarization, rhodamine-plectin, uHTS (AID 1817); Siah-1 / rhodamine-plectin peptide fluorescence polarization; higher % means a stronger effect; one-dose displacement, % at 20 µM; IC50 in µM for titrated hits; actives 0.02% (n = 290,000);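 active = displacement of at least 50% at 20 µM, with a fluorescence ratio check between 0.3 and a set limit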;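 note: plate controls were Siah plus tracer with DMSO for no effect and tracer alone without Siah for full effect; strong numbers were not always called active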
PMI inhibition – MPI inhibition at elevated mannose 6-phosphate – biochemical, fluorescence intensity, high mannose 6-phosphate, primary screen (AID 1220); recombinant PMI enzyme, coupled fluorescence intensity; higher % means a stronger effect; one-dose inhibition, % at 20 µM; IC50 in µM for titrated hits; actives 0.66% (n = 190,000)
TNAP activation fold – stimulation of alkaline phosphatase TNAP activity – biochemical, luminescent, no phosphate acceptor, uHTS, primary screen (AID 1001) | purified TNAP, luminescent activation assay, no phosphate acceptor; higher activation fold means a stronger effect | activation fold at 20 µM; hits with a dose series show EC50 in µM | actives 0.03% (n = 200,000); in the data active = activation fold from about 3, or a potency from the dose series; inactive = the rest, 99 in 100 with activation fold below about 1.6; note: many of its hits are not listed in these tables
Lipid droplet – modulators of hepatic lipid droplet formation | AML12 mouse hepatocytes, oleate lipid droplets, BODIPY imaging | inhibition, % at 6.5 µM | actives 0.4% (n = 240,000) | AID 1656;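 active = lipid droplet intensity inhibited by at least 50%, with more than 500 cells counted; inconclusive = wells with under 300 cells, treated as cytotoxic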
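Assay system: AML12 hepatocytes (mouse); Probe or stimulus: oleic acid at 100 µM to induce lipid droplet formation; Dosing: compound at 6.5 µM only; Schedule: compound with oleate, overnight; Detection: fluorescence imaging, 20x objective, two fields per well; Measure: % inhibition of lipid droplet signal.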
M1AAP inhibition – P. falciparum M1AAP inhibitors, biochemical, fluorogenic H-Leu-NHMec substrate, 1536-well (AID 1445); recombinant M1AAP, H-Leu-NHMec fluorogenic kinetic assay; higher % means a stronger effect; actives 0.42% (n = 220,000); inhibition, % at 30 µM; hits with a dose series show IC50 in µM;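 active = primary inhibition above the hit cutoff, then over 50% inhibition at one or more dose response concentrations, cut at about 23% in these data, passing the limit was not always enough; inconclusive = conflicting primary data, or primary hits not chosen for dose response; inactive = low primary inhibition, or under 50% at every dose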;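 note: plate controls were DMSO full reaction for no effect and no enzyme background for full effect; strong numbers were not always called active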
K1F lysis inhibition – protection from phage-mediated lysis, alamar blue read-out – E. coli UTI89, K1F phage, bacterial capsule biogenesis inhibitors (AID 488966). E. coli UTI89 K1F phage lysis, alamar blue, 2 h; higher % means a stronger effect. inhibition, % at 100 µM; hits with a dose series show IC50 in µM. actives 0.02% (n = 340,000);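 active = phage lysis inhibition, versus mean bacterial control, above a set limit; inconclusive = no clear call, values can overlap the other calls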;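 note: capsule biogenesis inhibitors block K1F phage lysis so surviving cells raise fluorescence; higher fluorescence means more inhibition of phage lysis; actives were called in the ten point dose series up to 300 µM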
human PMI inhibition – MPI enzyme activity inhibition – biochemical, fluorescence intensity, coupled assay, primary screen (AID 1209); purified PMI enzyme, coupled fluorescence intensity; higher % means a stronger effect; one-dose inhibition, % at 20 µM; IC50 in µM for titrated hits; actives 0.42% (n = 190,000);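 note: plate controls were DMSO vehicle for no effect and wells lacking substrate for full effect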
P. falciparum M17LAP – P. falciparum M17LAP inhibitors, primary screen, biochemical, fluorogenic H-Leu-NHMec substrate, 1536-well (AID 1619). recombinant M17LAP, H-Leu-NHMec fluorogenic kinetic assay; higher % means a stronger effect. inhibition, % at 30 µM, or IC50 in µM where a hit was titrated. actives 0.38% (n = 220,000);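 active = compound inhibiting the enzyme by more than half at any dose during confirmatory dose-response retesting; inconclusive = strong single-dose inhibitors picked by rank but not retested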;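 note: plate controls were full reaction with DMSO carrier for no effect and no enzyme background for full effect; strong numbers were not always called active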
Lipid droplet cells 6.5 µM – second read-out of Lipid droplet, no call of its own (marks repeat the call); cell count; measured here: cell count, cytotoxicity flag;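 cells counted across two imaged fields per well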
An asterisk follows results filed as active; i = inactive; ? = inconclusive; · = no result given; [ ] = remark or other dose. Cut-off read from the data, not from the text of the source, unless noted: active = inhibition above about 50%; inactive = the rest. Compounds were not picked by outcome; overall some 1.9% were active at least once.

SMILES	XIAP antagonists	SIAH1 antagonists	PMI inhibition	TNAP activation fold	Lipid droplet	Lipid droplet cells 6.5 µM	M1AAP inhibition	K1F lysis inhibition	human PMI inhibition	P. falciparum M17LAP
Cc1ccc(NC2Sc3ccccc3NC2=O)cc1Cl (stereo not given)	·	8.6%	·	·	9.1	729	3.0%	-0.2%	·	5.4%
COc1ccccc1C1C=C(c2ccc(Cl)cc2)Nc2nc(N3C(=O)CCC3=O)nn21 (stereo not given)	-9.8%	2.4%	-21.0%	1.1	·	·	31.3µM*	-0.1%	-24.3%	-13.6%
CCOC(=O)c1c(C)[nH]c(C)c1C(=O)CSc1nc(N)cc(N)n1	-0.3%	-0.7%	6.0%	1.1	-5.6	697	12.2%	-0.6%	7.2%	7.1%
Cn1c(CN2CCCCC2)nc2cc(NC(=O)c3ccc(Cl)cc3)ccc21	-4.0%	1.4%	-0.8%	1.1	·	·	4.9%	3.8%	-2.4%	2.6%
Cc1c(N/C=C/C(=O)c2cccs2)c(=O)n(-c2ccccc2)n1C	-5.3%	-3.9%	-2.3%	1	·	·	6.3%	0.8%	-17.5%	14.2%
O=C(CSc1ncnc2sc3c(c12)CCC3)Nc1ccccc1C(=O)O	·	11.6%	·	·	-5.0	674	?	0.2%	·	5.9%
COc1cccc(NC(=S)NNC(=O)c2c([N+](=O)[O-])c(C)nn2C)c1	-1.0%	-1.3%	-1.9%	1.1	·	·	-0.8%	0.7%	-17.3%	5.0%
CCN(CC)C(=O)Cn1cnc2ccccc2c1=O	-7.8%	-3.1%	9.6%	1.1	25.6	827	2.1%	-0.1%	1.9%	6.3%
CCCNC(=O)CC1C(=O)N(Cc2ccccc2)C(C)c2nc3ccccc3n21 (stereo not given)	-6.3%	10.1%	-4.5%	1	2.2	811	-5.0%	0.4%	-11.0%	5.6%
O=C(C1CCN(C2CC(=O)N(Cc3ccccc3)C2=O)CC1)N1CCCCCC1 (stereo not given)	-7.5%	-1.2%	-7.5%	1.1	12.0	792	-8.5%	0.3%	-5.0%	8.8%
O=C(Nc1nc(-c2ccccc2)ns1)c1cccs1	-4.7%	3.0%	12.9%	1.1	2.9	669	3.1%	i	21.5%	-0.7%
CC(=O)N(Cc1cc2c(C)cc(C)cc2[nH]c1=O)C1CCCCC1	-1.0%	-1.7%	3.9%	1.1	·	·	1.0%	-0.1%	8.0%	3.9%
COc1ccc(NC(=O)CSc2nnc(Cn3cnc([N+](=O)[O-])n3)n2C)cc1	-8.3%	10.0%	15.1%	1.1	17.4	669	-4.4%	1.6%[50 µM]	13.0%	11.6%
COCCNC(=S)NC1CC2CCC(C1)N2Cc1ccccc1 (stereo not given)	-6.4%	-2.4%	20.1%	1	-17.6	705	-3.5%	-1.2%	11.2%	-5.4%
COC(=O)C(NC(=O)C(C)Oc1ccccc1)C(C)C (stereo not given)	-4.2%	-0.4%	9.0%	1.1	2.3	718	-0.7%	0.2%	15.6%	1.4%
COc1ccccc1CNC(=O)CN(C)CC(=O)Nc1cccc(F)c1	-1.9%	1.5%	-10.2%	1.1	·	·	2.8%	-0.2%	-6.7%	38.9%
COC(=O)c1cc(C(=O)OCC(=O)Nc2cc(C)on2)cc([N+](=O)[O-])c1	·	13.0%	·	·	-6.0	683	2.5%	0.1%	·	-3.0%
CCc1ccc(NS(=O)(=O)c2ccc3[nH]cc(C(=O)N4CCc5ccccc54)c(=O)c3c2)cc1	-2.4%	-0.8%	8.7%	1.1	9.1	604	3.0%	6.2%	18.0%	3.6%
Cn1nc(-c2ccc(C(=O)N3CCN(Cc4ccccc4)CC3)cc2)c2ccccc2c1=O	-2.8%	-0.1%	4.5%	1.1	-5.0	834	2.1%	-0.1%	3.7%	-2.4%
O=C(NCC(O)COc1ccc([N+](=O)[O-])cc1)c1ccccc1 (stereo not given)	·	16.8%	·	·	-10.8	727	4.8%	0.5%	·	3.9%
CNC(=O)c1nnn(-c2ccccc2)c1C(=O)NC	5.3%	1.2%	0.3%	1.1	·	·	-3.1%	-0.1%	0.9%	6.4%
CCOC(=O)C1=C(O)/C(=C/c2ccc(OCC(=O)O)c(OC)c2)SC1=Nc1ccc(OCC)cc1	-7.2%	3.5%	0.8%	1.1	-6.2	717	13.2%	-0.4%	-1.8%	38.5%
O=C(Nc1ccccc1)/C(=C/c1cccc(Br)c1)NC(=O)c1ccco1	-10.1%	4.1%	-1.1%	1.1	-5.9	699	6.0%	4.3%	-5.2%	-4.6%
COCCn1c(-c2ccc(OC)cc2)nc2oc3cc(OC)ccc3c(=O)c2c1=O	-1.4%	3.1%	-6.6%	1.1	·	·	8.5%	-1.0%	1.4%	11.7%
Cc1cc(C)cc(OCC(=O)NC2=NCCS2)c1	-3.4%	0.4%	5.5%	1.1	4.8	648	3.2%	0.0%	9.4%	-4.1%
S=c1[nH]nc(-c2cccnc2)n1Cc1ccccc1	-1.1%	0.5%	6.1%	0.9	-12.9	748	-3.2%	0.7%	16.3%	-7.5%
CC(C)C/C(O)=C/c1nc2cc(Cl)ccc2oc1=O	-5.9%	30.4%	55.1%*	0.9	-9.4	477	-0.8%	1.1%	38.9%	7.5%
O=C(Nc1ccncc1)c1ccccc1F	-4.2%	3.5%	-2.3%	0.8	·	·	7.7%	-1.3%	-6.9%	-6.1%
CC(=O)CC(=O)Nc1nc(C)cc(C)n1	-7.5%	-3.0%	10.3%	1.2	·	·	0.8%	-1.6%	9.1%	0.8%
COc1ccc(OC)c(NC(=O)N[C@@H](Cc2ccccc2)C(=O)O)c1	-1.5%	0.2%	8.2%	1.2	·	·	8.2%	-0.9%	4.3%	30.2%
Cn1c(=O)c2c(nc(OCc3cccnc3)n2Cc2ccccc2)n(C)c1=O	-3.1%	-4.3%	3.1%	1	13.2	542	1.3%	0.6%	7.1%	7.7%
Oc1ccccc1CNCCCNCc1ccccc1O	-3.6%	-1.7%	-0.9%	1.5	-10.5	668	5.1%	3.3%	2.2%	7.9%
Cc1cc(C)n(NC(=S)NC2CCCC2)c(=O)c1C#N	·	0.4%	·	·	9.6	740	1.7%	-0.4%	·	17.6%
Cc1cccc(Nc2nc(N)nc(CN3CCN(c4ccccc4)CC3)n2)c1	0.3%	2.5%	11.0%	1.1	·	·	-4.1%	2.9%	8.0%	9.4%
CCOC(=O)c1c(C)n(-c2ccc(C)cc2)c2ccc(OCC(O)CN3CCN(C)CC3)cc12 (stereo not given)	-21.6%	2.5%	-5.2%	1.2	2.5	688	8.6%	2.0%	-22.3%	11.7%
Cc1cccc(N2CCN(C(=O)CCn3c(=S)[nH]c4cc5c(cc4c3=O)OCO5)CC2C)c1 (stereo not given)	-2.2%	-0.9%	8.6%	1.1	10.3	674	1.3%	-0.2%	10.5%	-9.1%
C=CCNc1ncnc2c1cnn2-c1ccc(Cl)cc1	-2.3%	3.1%	12.3%	1.2	14.5	629	6.0%	1.1%	13.4%	2.2%
CCOC(=O)C(NC(C)=O)C(OC(C)=O)c1cccc([N+](=O)[O-])c1 (stereo not given)	-6.2%	-1.5%	10.3%	1.1	·	·	-6.9%	0.4%	7.0%	5.5%
Cc1nn(C(C)(C)C)c(NC(=O)c2ccc(Cl)cc2)c1Br	·	0.2%	·	·	5.2	718	2.3%	·	·	4.4%
O=C(Nc1cccc(C(F)(F)F)c1)c1cccc(NS(=O)(=O)c2ccc(Br)c(C(=O)O)c2)c1	-7.0%	4.3%	-13.8%	1.1	3.1	688	4.4%	0.9%	-12.1%	23.4%
Cc1nn(CC(C)C)c(=S)[nH]c1=O	-4.2%	-3.6%	8.7%	1.1	18.9	747	1.5%	-0.5%	11.7%	-6.9%
CC(C)c1nnc(NC(=O)Cc2cccs2)s1	-2.6%	21.3%	3.8%	1.1	-5.4	726	8.8%	3.3%	0.1%	6.7%
CC(=O)Nc1ccc(C(=O)NN2C(=O)c3ccccc3C2=O)cc1	-2.4%	0.7%	-5.3%	1.1	20.4	750	0.3%	0.7%	-3.1%	-1.4%
O=C(CCNC(=O)c1ccc([N+](=O)[O-])cc1)N/N=C/c1ccc(F)cc1	1.0%	2.6%	-5.1%	1.2	-32.1	550	7.1%	-0.7%	-4.7%	3.7%
CCc1ccc(NCc2cc3c(C)nn(-c4ccccc4)c3[nH]c2=O)cc1	-3.5%	-2.1%	8.8%	1	-6.4	715	13.8%	0.5%	6.9%	-6.2%
CCN1CCN(CC(=O)N2N=C(c3cccs3)CC2c2ccc(F)cc2)C(=O)C1=O (stereo not given)	-0.7%	5.8%	-5.2%	1	14.3	672	4.1%	0.6%	-3.7%	2.9%
CCOC(=O)C1=C(c2ccccc2)OC(N)=C(C#N)C1C1CCCCC1 (stereo not given)	-24.5%	3.8%	19.1%	1.1	-0.6	791	9.0%	1.9%	26.4%	0.9%
O=C(Nc1nc2ccccc2[nH]1)c1ccc([N+](=O)[O-])cc1	-6.7%	2.0%	3.9%	1.1	2.0	703	0.6%	2.8%	-2.4%	5.2%
O=C(O)C1CCCCC1C(=O)NCc1ccc(Cl)c(Cl)c1 (stereo not given)	-6.7%	2.2%	8.2%	1.1	1.6	722	·	0.1%	10.1%	·
Cn1c(N2CCCC2)nc2c1c(=O)n(Cc1ccc(Cl)cc1)c(=O)n2C	-2.5%	-2.7%	8.1%	1.1	·	·	-0.9%	0.0%	10.3%	-13.2%
CC1CCCN(C(=O)c2ccc3nc[nH]c3c2)C1 (stereo not given)	-0.8%	-3.2%	0.7%	0.9	·	·	9.8%	-0.2%	-5.9%	4.4%
CCN(CC)CCN(C(=O)CN1C(=O)CCC1=O)c1nc2cc3c(cc2s1)OCO3	-4.4%	6.6%	-15.8%	1	4.1	716	-0.9%	-0.1%	-13.2%	-3.8%

In a second layout: results already given.
Below each SMILES – XIAP antagonists | SIAH1 antagonists | PMI inhibition | TNAP activation fold | Lipid droplet | Lipid droplet cells 6.5 µM | M1AAP inhibition | K1F lysis inhibition | human PMI inhibition | P. falciparum M17LAP
> CCOC(=O)C1=C(c2ccccc2)OC(N)=C(C#N)C1C1CCCCC1 (stereo not given)
    -24.5% | 3.8% | 19.1% | 1.1 | -0.6 | 791 | 9.0% | 1.9% | 26.4% | 0.9%
> O=C(Nc1nc2ccccc2[nH]1)c1ccc([N+](=O)[O-])cc1
    -6.7% | 2.0% | 3.9% | 1.1 | 2.0 | 703 | 0.6% | 2.8% | -2.4% | 5.2%
